Assay outcomes deposited in PubChem by several laboratories.
CHRM4 antagonist: human M4 muscarinic receptor antagonists, primary screen, CHO cells, Fluo-8 calcium fluorescence; Muscarinic acetylcholine receptor M4 (Homo sapiens), P08173; CHO-hM4 cells, ACh EC80; inhibition, % at 3 µM; 360,000 compounds, 0.73% hits;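 active means inhibition above its plate's cutoff, the mean inhibition of sample wells plus 3 SD, cut at about 27% in these data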;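 further: 0% = acetylcholine EC80 with DMSO and 100% = DMSO without agonist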
Target sequence (P08173 whole entry, looked up): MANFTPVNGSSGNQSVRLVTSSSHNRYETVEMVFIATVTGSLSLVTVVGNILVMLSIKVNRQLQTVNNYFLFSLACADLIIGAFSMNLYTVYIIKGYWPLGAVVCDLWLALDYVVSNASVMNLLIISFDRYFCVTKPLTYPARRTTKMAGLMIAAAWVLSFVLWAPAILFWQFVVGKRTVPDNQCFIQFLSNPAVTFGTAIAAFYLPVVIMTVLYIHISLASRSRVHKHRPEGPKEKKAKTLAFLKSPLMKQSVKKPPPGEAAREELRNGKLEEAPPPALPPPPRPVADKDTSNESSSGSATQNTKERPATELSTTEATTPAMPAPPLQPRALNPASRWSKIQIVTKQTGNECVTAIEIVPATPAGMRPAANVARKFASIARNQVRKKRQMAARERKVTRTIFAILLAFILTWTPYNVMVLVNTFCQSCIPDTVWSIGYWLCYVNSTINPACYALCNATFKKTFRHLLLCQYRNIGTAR
CHRM4 agonist: human M4 muscarinic receptor agonists, primary screen, CHO-K1 cells, Fluo-8 calcium fluorescence; CHO-K1 hM4/Gqi5; vehicle 0%, full acetylcholine response 100%; activation, % at 3 µM; 360,000 compounds, 0.14% hits;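 active means activation above the run mean over all test wells plus 3 SD, cut at about 32% in these data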;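 further: peak over basal fluorescence ratio per well then scaled between controls; 0% = DMSO wells and 100% = acetylcholine at EC100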
M5 PAM: human M5 muscarinic receptor positive allosteric modulators, primary screen, CHO-K1 cells, Fluo-8 calcium fluorescence | Muscarinic acetylcholine receptor M5 (Homo sapiens), P08912 | CHO-K1 hM5, ACh EC20 PAM; 0% = ACh EC20, 100% = ACh EC100 | activation, % at 3 µM | 360,000 compounds, 0.3% hits | AID 624038, 2012;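 active means activation above the run cutoff, the mean activation of all test compounds plus 3 SD, cut at about 18% in these data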
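Test system: CHO-K1 hM5 cells / Doses: single-point, 3 µM nominal / Times: Post-acetylcholine fluorescence recording 140 s / Technique: Fluo-8 calcium fluorescence / Measure: Max/basal fluorescence ratio as % of EC20–EC100 ACh window / Benchmarks: low control EC20 acetylcholine (0%), high control EC100 acetylcholine (100%) / Replicates: one well per compound, no replicates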
M4 PAM: human M4 muscarinic receptor positive allosteric modulators, primary screen, CHO-K1 cells, Fluo-8 calcium fluorescence | 360,000 compounds, 0.4% hits | activation, % at 3 µM | CHO-K1 hM4/Gqi5, ACh EC20; 0% = ACh EC20, 100% = maximal ACh | Muscarinic acetylcholine receptor M4 (Homo sapiens), P08173;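 active means activation above its plate's cutoff, the mean activation of sample wells plus 3 SD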; further: some results filed as inactive read as strong as hits
CRFR2-BP ag: agonists of CRF-BP/CRF-R2 complex, primary screen, cell-based, HEK293, calcium dye fluorescence, uHTS; CRF-binding protein / CRF receptor 2 complex (human); calcium dye fluorescence (FLIPR); percent of saturating CRF peptide response; activation, % at 13.2 µM; 350,000 compounds, 0.46% hits; AID 588473, 2011;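 active means activation of at least 50%, plus an integration ratio under a set limit after plate pattern correction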;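 further: plate controls were neutral control wells without compound for no effect and CRF at EC100 for full effect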
M5 antag: human M5 muscarinic receptor antagonists, primary screen, CHO cells, Fluo-8 calcium fluorescence | CHO-hM5 cells, ACh EC80 | 360,000 compounds, 0.59% hits | inhibition, % at 3 µM | Muscarinic acetylcholine receptor M5 (Homo sapiens), P08912;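 active means inhibition above a per-plate cutoff, the mean of that plate's test compounds plus 3 SD, cut at about 27% in these data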;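 further: 0% = acetylcholine EC80 with DMSO and 100% = DMSO without agonist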
CRFR2-BP antag: antagonists of CRF-BP/CRF-R2 complex, primary screen, cell-based, HEK293, calcium dye fluorescence, uHTS. CRF-induced calcium fluorescence. inhibition, % at 11.8 µM. 350,000 compounds, 0.59% hits. AID 588475, 2011;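 active means inhibition of the ligand-induced calcium signal above about 50% at the single tested concentration, limit read from the data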
M5 ag: human M5 muscarinic receptor agonists, primary screen, CHO-K1 cells, Fluo-8 calcium fluorescence; Muscarinic acetylcholine receptor M5 (Homo sapiens), P08912; CHO-K1 hM5 cells; 0% DMSO wells, 100% maximal acetylcholine response; activation, % at 3 µM; 360,000 compounds, 0.19% hits; AID 624037, 2012;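 active means activation above the run's mean over test compounds plus 3 SD, cut at about 23% in these data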;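 further: signal is peak over basal fluorescence ratio across the kinetic read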
CHRM1 PAM: human M1 muscarinic receptor positive allosteric modulators, primary screen, CHO-K1 cells, Fluo-8 calcium fluorescence, 1536-well. Muscarinic acetylcholine receptor M1 (Homo sapiens), P11229. CHO-K1 hM1, ACh EC20; 0% = ACh EC20, 100% = maximal ACh. activation, % at 3 µM. 360,000 compounds, 0.088% hits. AID 588819, 2011; in the data active means activation above about 19%, passing the limit was not always enough
Target sequence (P11229 whole entry, looked up): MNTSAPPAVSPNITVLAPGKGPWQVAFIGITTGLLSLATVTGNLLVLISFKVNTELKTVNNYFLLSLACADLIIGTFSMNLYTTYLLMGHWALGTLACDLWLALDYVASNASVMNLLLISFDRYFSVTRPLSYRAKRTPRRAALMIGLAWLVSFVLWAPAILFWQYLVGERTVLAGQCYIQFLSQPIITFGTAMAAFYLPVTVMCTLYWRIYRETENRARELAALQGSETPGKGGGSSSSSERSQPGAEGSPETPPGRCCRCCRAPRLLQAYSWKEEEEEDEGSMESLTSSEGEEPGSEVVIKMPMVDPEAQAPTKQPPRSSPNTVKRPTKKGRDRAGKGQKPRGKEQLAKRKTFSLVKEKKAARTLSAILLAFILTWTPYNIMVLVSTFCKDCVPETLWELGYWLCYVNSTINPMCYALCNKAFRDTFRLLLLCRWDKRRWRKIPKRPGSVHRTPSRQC
* hit, by the source's call.

For CCC(Sc1nc2ccccc2o1)C(=O)Nc1nnc(C)s1 (configuration not stated) the results were CHRM4 antagonist 0, CHRM4 agonist 0, M5 PAM 1, M4 PAM 10, CRFR2-BP ag -2.2, M5 antag 2, CRFR2-BP antag -65, M5 ag 0 and CHRM1 PAM 6.
`CCCCC(=O)Nc1ccc2c(c1)OCCO2` gave CHRM4 antagonist 7, CHRM4 agonist 0, M5 PAM 0, M4 PAM -4, CRFR2-BP ag -0.1, M5 antag -7, CRFR2-BP antag 9, M5 ag 0 and CHRM1 PAM 4.
For O=C(COC(=O)c1cccnc1SCC(=O)NCc1ccccc1)NCc1ccccc1 the results were CHRM4 antagonist -4, CHRM4 agonist 5, M5 PAM 0, M4 PAM -3, CRFR2-BP ag -1.9, M5 antag 0, CRFR2-BP antag -3, M5 ag 3 and CHRM1 PAM 10.
Screening COc1ccc(OC)c(CNC(=O)C2CCN(S(=O)(=O)N3CCC(C)CC3)CC2)c1 returned CHRM4 antagonist -12, CHRM4 agonist 4, M5 PAM -6, M4 PAM 0, CRFR2-BP ag 0.6, M5 antag 10, CRFR2-BP antag 0, M5 ag -2 and CHRM1 PAM 4.
`Cc1ccc2c(c1)C(=O)CC1(CCCCCC1)O2` gave CHRM4 antagonist -7, CHRM4 agonist -1, M5 PAM -7, M4 PAM 3, CRFR2-BP ag -0.8, M5 antag 13, CRFR2-BP antag 3, M5 ag 0 and CHRM1 PAM 10.
Screening O=C(CNS(=O)(=O)c1ccc(Br)s1)N1CCN(c2ncccn2)CC1 returned CHRM4 antagonist -4, CHRM4 agonist 2, M5 PAM -2, M4 PAM 5, CRFR2-BP ag -1.1, M5 antag 6, CRFR2-BP antag 10, M5 ag 0 and CHRM1 PAM 6.
For COc1ccc(OC)c(N(CC(=O)Nc2cccnc2)S(=O)(=O)c2ccc(C)cc2)c1 the results were CHRM4 antagonist -7, CHRM4 agonist 7, M5 PAM -10, M4 PAM -2, CRFR2-BP ag -1.7, M5 antag 18, CRFR2-BP antag 0, M5 ag 1 and CHRM1 PAM 7.
O=C1C=C(c2cc(F)ccc2F)C[C@@H](c2ccc(F)cc2)C1 was read as CHRM4 antagonist 2, CHRM4 agonist 0, M5 PAM 0, M4 PAM 1, CRFR2-BP ag -1.6, M5 antag 8, CRFR2-BP antag 3, M5 ag -3 and CHRM1 PAM -2.
For CCCCC[C@@H]1[C@@H]2C(=C(OCC)C[C@@H]3C(=O)N(c4ccccc4)C(=O)[C@H]23)[C@H](c2ccccc2)N1S(=O)(=O)c1ccc(C)cc1 the results were CHRM4 antagonist -16, CHRM4 agonist 0, M5 PAM 0, M4 PAM 3, M5 antag -1, M5 ag 0 and CHRM1 PAM 5.
Cc1cccc(OCC(O)CN2CCN(CCN3C(=O)c4cccc5cccc(c45)C3=O)CC2)c1C (configuration not stated) was read as CHRM4 antagonist -9, CHRM4 agonist 4, M5 PAM 7, M4 PAM -10, CRFR2-BP ag 4.9, M5 antag -1, CRFR2-BP antag -25, M5 ag -4 and CHRM1 PAM 6.
For O=C(Nc1ccc(CN2CCCCC2)cc1)c1cccc(F)c1 the results were CHRM4 antagonist -3, CHRM4 agonist 2, M5 PAM 3, M4 PAM 3, CRFR2-BP ag -1.7, M5 antag 11, CRFR2-BP antag 15, M5 ag -5 and CHRM1 PAM -2.
Screening COc1ccc(NC(=O)CSc2n[nH]c(=O)n2Cc2ccccc2)cc1Cl returned CHRM4 antagonist -22, CHRM4 agonist 6, M5 PAM 6, M4 PAM -6, CRFR2-BP ag -1.0, M5 antag 7, CRFR2-BP antag 4, M5 ag 1 and CHRM1 PAM 11.
CC1CCCCC1NC(=O)CN(C)S(=O)(=O)c1cccc2nsnc12 (configuration not stated) was read as CHRM4 antagonist 0, CHRM4 agonist 2, M5 PAM -5, M4 PAM 2, CRFR2-BP ag 0.4, M5 antag -6, CRFR2-BP antag 1, M5 ag -2 and CHRM1 PAM -1.
Screening Cc1occc1C(=O)NNC(=O)c1ccccc1[N+](=O)[O-] returned CHRM4 antagonist 2, CHRM4 agonist 0, M5 PAM 0, M4 PAM 6, CRFR2-BP ag -0.3, M5 antag 11, CRFR2-BP antag -6, M5 ag -4 and CHRM1 PAM 14.
`O=C(CCCn1c(SCC(=O)Nc2ccccc2C(F)(F)F)nc2ccccc2c1=O)NCC1CCCO1` (configuration not stated) gave CHRM4 antagonist -15, CHRM4 agonist 2, M5 PAM 4, M4 PAM 3, CRFR2-BP ag -1.0, M5 antag 5, CRFR2-BP antag -5, M5 ag 1 and CHRM1 PAM 14.
`CCCOc1ccc(NC(=O)Cc2ccc(S(=O)(=O)N3CCOCC3)s2)cc1OCCC` gave CHRM4 antagonist -8, CHRM4 agonist 0, M5 PAM -1, M4 PAM 2, CRFR2-BP ag -4.0, M5 antag -1, CRFR2-BP antag 10, M5 ag 1 and CHRM1 PAM 6.
`COc1ccc(NC(=O)Cn2c(=O)n(CC3CCCO3)c(=O)c3cc(OC)c(OC)cc32)cc1OC` (configuration not stated) gave CHRM4 antagonist -16, CHRM4 agonist 1, M5 PAM 4, M4 PAM 11, CRFR2-BP ag -1.3, M5 antag 0, CRFR2-BP antag 0, M5 ag 1 and CHRM1 PAM 16.
For Cc1cccc(C)c1NC(=S)NC(=O)c1ccccc1F the results were CHRM4 antagonist -1, CHRM4 agonist 0, M5 PAM -6, M4 PAM 0, CRFR2-BP ag -1.6, M5 antag 6, CRFR2-BP antag 13, M5 ag -3 and CHRM1 PAM 5.
Screening Cc1noc(NS(=O)(=O)c2ccc(NC(=O)c3nn(-c4ccc(F)cc4)ccc3=O)cc2)c1C returned CHRM4 antagonist -27, CHRM4 agonist -1, M5 PAM 1, M4 PAM 9, CRFR2-BP ag -0.8, M5 antag -9, CRFR2-BP antag 9, M5 ag -2 and CHRM1 PAM 7.
For Cc1ccc(N(C(=O)CCC(=O)Nc2cc(C)on2)C(C(=O)NC2CCCC2)c2ccncc2)cc1 (configuration not stated) the results were CHRM4 antagonist 11, CHRM4 agonist 1, M5 PAM 4, M4 PAM 0, CRFR2-BP ag 1.1, M5 antag -4, CRFR2-BP antag -10, M5 ag -10 and CHRM1 PAM -4.
Cc1ccc(S(=O)(=O)CC(=O)Nc2nc3ccc(S(N)(=O)=O)cc3s2)cc1 was read as CHRM4 antagonist 3, CHRM4 agonist 0, M5 PAM -1, M4 PAM 4, CRFR2-BP ag 1.2, M5 antag 5, CRFR2-BP antag -19, M5 ag -2 and CHRM1 PAM 5.
Screening O=C(C1CCN(C2CC(=O)N(c3ccc(F)cc3)C2=O)CC1)N1CCOCC1 (configuration not stated) returned CHRM4 antagonist -5, CHRM4 agonist 0, M5 PAM -1, M4 PAM 0, CRFR2-BP ag -1.3, M5 antag 4, CRFR2-BP antag 7, M5 ag -1 and CHRM1 PAM -1.
`Cc1ccc(C(=O)CN2C(=O)C(C)Oc3ccccc32)cc1` (configuration not stated) gave CHRM4 antagonist 2, CHRM4 agonist 0, M5 PAM 0, M4 PAM 9, CRFR2-BP ag 0.4, M5 antag 8, CRFR2-BP antag -20, M5 ag -4 and CHRM1 PAM 2.
CC(C)[C@H](NC(=O)C1CCN(C(=O)[C@@H]2CCCN2)CC1)C(=O)NCc1ccc(F)cc1 was read as CHRM4 antagonist 2, CHRM4 agonist 1, M5 PAM 0, M4 PAM 1, CRFR2-BP ag -1.7, M5 antag 1, CRFR2-BP antag 9, M5 ag 1 and CHRM1 PAM -1.
O=C(Oc1cccnc1)c1cc2ccccc2oc1=O was read as CHRM4 antagonist 7, CHRM4 agonist 0, M5 PAM -7, M4 PAM 0, CRFR2-BP ag 0.3, M5 antag 2, CRFR2-BP antag -21, M5 ag -1 and CHRM1 PAM 8.
Cc1ccc(NC(=O)c2ccccc2OCC(=O)c2ccccc2)cc1 was read as CHRM4 antagonist 10, CHRM4 agonist 1, M5 PAM 1, M4 PAM 0, CRFR2-BP ag -0.1, M5 antag 0, CRFR2-BP antag -4, M5 ag 2 and CHRM1 PAM 6.
CCNC(=O)C(C)NC(=O)C1=NN(c2ccccc2)C(=O)CC1 (configuration not stated) was read as CHRM4 antagonist 13, CHRM4 agonist 3, M5 PAM -1, M4 PAM -2, CRFR2-BP ag -0.5, M5 antag 8, CRFR2-BP antag 16, M5 ag 0 and CHRM1 PAM 0.
`O=C(/C=C/c1ccccc1Cl)Nc1cccc(O)c1` gave CHRM4 antagonist -8, CHRM4 agonist 3, M5 PAM -7, M4 PAM -2, CRFR2-BP ag -0.8, M5 antag -1, CRFR2-BP antag 1, M5 ag -4 and CHRM1 PAM 0.
Screening CCCCN(Cc1cc2cc(OC)ccc2[nH]c1=O)C(=O)c1ccccn1 returned CHRM4 antagonist -4, CHRM4 agonist 2, M5 PAM 1, M4 PAM 9, CRFR2-BP ag -2.1, M5 antag 9, CRFR2-BP antag -13, M5 ag -4 and CHRM1 PAM -3.
`CCc1nc2ccc(C(=O)NCCCn3ccnc3)cn2c1N(C)Cc1ccc(OC)cc1` gave CHRM4 antagonist -6, CHRM4 agonist 2, M5 PAM -3, M4 PAM -3, M5 antag 7, M5 ag -2 and CHRM1 PAM -7.

4 compounds from above, sorted by molecular weight, largest number first:
`CCc1nc2ccc(C(=O)NCCCn3ccnc3)cn2c1N(C)Cc1ccc(OC)cc1` gave CHRM4 antagonist -6, CHRM4 agonist 2, M5 PAM -3, M4 PAM -3, M5 antag 7, M5 ag -2 and CHRM1 PAM -7.
Screening CCCCN(Cc1cc2cc(OC)ccc2[nH]c1=O)C(=O)c1ccccn1 returned CHRM4 antagonist -4, CHRM4 agonist 2, M5 PAM 1, M4 PAM 9, CRFR2-BP ag -2.1, M5 antag 9, CRFR2-BP antag -13, M5 ag -4 and CHRM1 PAM -3.
`Cc1ccc(C(=O)CN2C(=O)C(C)Oc3ccccc32)cc1` (configuration not stated) gave CHRM4 antagonist 2, CHRM4 agonist 0, M5 PAM 0, M4 PAM 9, CRFR2-BP ag 0.4, M5 antag 8, CRFR2-BP antag -20, M5 ag -4 and CHRM1 PAM 2.
O=C(Oc1cccnc1)c1cc2ccccc2oc1=O was read as CHRM4 antagonist 7, CHRM4 agonist 0, M5 PAM -7, M4 PAM 0, CRFR2-BP ag 0.3, M5 antag 2, CRFR2-BP antag -21, M5 ag -1 and CHRM1 PAM 8.
